Source: PubChem BioAssay (National Center for Advancing Translational Sciences (NCATS))
ALOX12 inh: ALOX12 (human) lipoxygenase inhibition. actives 1.1% (n = 580,000). purified 12hLO, xylenol orange hydroperoxide absorbance. Potency, µM (highest dose often 108 µM), for inactives: at the highest dose activity change, negative = inhibition, usual class: inhibitors. P18054; further: on the % scale 0 is the no-effect control and ±100 the full control effect
Target sequence (P18054 whole entry, looked up): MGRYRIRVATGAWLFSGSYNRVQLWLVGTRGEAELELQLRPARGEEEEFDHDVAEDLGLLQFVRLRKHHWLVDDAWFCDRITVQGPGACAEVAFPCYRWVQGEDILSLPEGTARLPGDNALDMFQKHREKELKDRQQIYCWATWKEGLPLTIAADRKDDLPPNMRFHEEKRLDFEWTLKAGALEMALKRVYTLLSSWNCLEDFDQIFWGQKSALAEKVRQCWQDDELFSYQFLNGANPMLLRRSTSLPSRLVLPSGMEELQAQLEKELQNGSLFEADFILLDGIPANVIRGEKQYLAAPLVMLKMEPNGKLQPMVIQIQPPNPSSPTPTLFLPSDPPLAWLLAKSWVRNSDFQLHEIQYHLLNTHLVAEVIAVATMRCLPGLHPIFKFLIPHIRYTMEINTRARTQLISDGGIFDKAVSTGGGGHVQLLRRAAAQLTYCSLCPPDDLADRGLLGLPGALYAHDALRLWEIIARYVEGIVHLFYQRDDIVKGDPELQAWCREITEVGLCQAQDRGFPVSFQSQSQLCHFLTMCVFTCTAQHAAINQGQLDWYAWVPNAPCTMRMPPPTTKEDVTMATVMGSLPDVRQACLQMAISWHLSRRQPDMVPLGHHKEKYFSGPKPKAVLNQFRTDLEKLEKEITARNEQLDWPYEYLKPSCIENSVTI
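Hydroperoxide product was detected by ferrous iron/xylenol orange as the 573 to 405 nm absorbance ratio. Arachidonic acid at 40 uM (final) was turned over for 30 min at room temperature by 150 nM human 12hLO, pH 7.0 Hepes buffer, after 15 min compound preincubation.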
Glioma ERSR ind: ER stress response induction in glioma; actives 0.02% (n = 420,000); U87-MG GRP78 promoter luciferase reporter, 16 h; AID 602332; Potency, µM, inactives show top-dose activation, usual class: activators; further: series mostly up to about 76 µM; % of control where 0% means no effect; nearly all actives have a fitted effect of over 35% in size
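ERSR induction read as luciferase luminescence (Bright-Glo, 10 min at room temperature) in stably transfected human U87-MG glioma cells exposed to compounds for 16 h, using GRP78 as sensor.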
* hit, by the source's call; u = inconclusive; & = joins results of further samples; [ ] = dose if it differs, or a comment. The call rests on the fitted dose curve; in most records, active means well fitted curve in the direction sought with a large enough effect; inconclusive means small, poorly fitted or top-dose-only effect, or another doubt; inactive means no such curve, though single readings can be large; an effect the other way counts as inactive or inconclusive. Potency means the concentration at half of the fitted maximal effect.

# | ALOX12 inh | Glioma ERSR ind | smiles
1 | 14.0% | -2.0% | COc1cc(=O)n2c(c1C(=O)N(C)Cc1nonc1C)CCN(Cc1ccccc1Cl)CC2
2 | -29.1%[57.4 µM] | -5.8% | COc1c(C)c2c(c(O)c1CC=C(C)CCC(=O)OCCN1CCOCC1)C(=O)OC2
3 | 25.1µM* | -1.4% | CN(C)C(=O)c1ccc(-c2cc(-n3ccnc3)ncn2)cc1
4 | -10.0%[22.9 µM] | -5.4% | C[C@H](CN1CCCC1)C(=O)c1ccc(C(F)(F)F)cc1
5 | 0.3% | -4.4% | Cc1ncc2c(c1CNC(=O)/C=C/c1cccs1)CCN(C(=O)c1noc3c1CCCC3)C2
6 | 3.5% | 2.7%&-4.8%&-2.8% | CCOC(=O)C1=C[C@@]2(CC)CCCN3CCc4c(n1c1ccccc41)[C@H]32
7 | 29.5% | -3.1% | CC1CN(Cc2cccn2-c2ncccn2)Cc2cc(Cl)ccc2O1 (stereo unspecified)
8 | u | -0.2%&-4.6% | Cc1cnc(C(=O)O)c[n+]1[O-]
9 | 1.6% | 0.7% | Cc1cccc(C(=O)NCC2Cc3cc(F)cc(-c4cnccn4)c3O2)n1 (stereo unspecified)
10 | u | -3.7% | CN1CCN(c2ncc3nc(-c4ccc(Cl)cc4)c(=O)n(Cc4cccs4)c3n2)CC1
11 | 7.0% | -3.8% | Cc1oc(-c2cccc(NC(=O)c3ccccc3)c2)nc1CNC(=O)c1cnc2ccccn2c1=O
12 | -17.0% | -1.8% | CCc1cc(C(=O)NCCN2Cc3ccccc3OC(c3ccsc3)C2)n(C)n1 (stereo unspecified)
13 | -6.0% | -5.6% | Cc1cccc(C(=O)N[C@H]2CC[C@@H](n3cc(C(=O)N4CCCC4)nn3)CC2)c1
14 | 3.5% | -4.5% | CCC1C(=O)NCCN1Cc1ccc2c(c1)CN(Cc1cccc(OC)c1)CCO2 (stereo unspecified)
15 | -12.3%[57.4 µM] | -3.1% | COc1ccc(C(=O)N2CCC3(CC2)CCN(C(c2ccccc2)c2ccccc2)CC3)cc1
16 | 0.0% | -0.6% | O=c1c(-c2ccc(Cl)cc2)nc2cnc(N3CCNCC3)nc2n1-c1ccccc1
17 | -1.1% | -7.6% | CCOC(=O)N1CCN(Cc2ccc3c(c2)CN(C(=O)c2cc(-c4ccccc4)no2)CCO3)CC1
18 | 0.0% | -4.2% | CN(C)c1ncc2ncc(=O)n(CCc3ccccc3)c2n1
19 | 5.1% | -4.1% | COc1ccccc1C1CN(Cc2cccc3c2OCO3)Cc2ccccc2O1 (stereo unspecified)
20 | u | -1.0% | c1nc(N2CCOCC2)c2cc(-c3ccoc3)ccc2n1
21 | 0.0% | -1.0% | CN(C)C(=O)c1ccc(-c2ccc3ncnc(Nc4ccccc4)c3c2)cc1
22 | u | -3.7% | COc1ccccc1CNc1ncnc2ccc(-c3cccnc3)cc12
23 | 0.1%[57.4 µM] | -1.9% | O=C(c1cnccn1)N1CCC2(CCCN(Cc3nccs3)C2)CC1
24 | 31.6µM* | -1.0% | COc1ccc2[nH]cc(CCNc3cc(-c4cccnc4)ncn3)c2c1
25 | 21.0% | -3.1% | CC(C)(CNC(=O)c1cnn(-c2ncc3c(n2)-c2ccccc2CCC3)c1C1CC1)N1CCOCC1

A draw from above in order of molecular weight, largest number first.
# | ALOX12 inh | Glioma ERSR ind | smiles
11 | 7.0% | -3.8% | Cc1oc(-c2cccc(NC(=O)c3ccccc3)c2)nc1CNC(=O)c1cnc2ccccn2c1=O
13 | -6.0% | -5.6% | Cc1cccc(C(=O)N[C@H]2CC[C@@H](n3cc(C(=O)N4CCCC4)nn3)CC2)c1
24 | 31.6µM* | -1.0% | COc1ccc2[nH]cc(CCNc3cc(-c4cccnc4)ncn3)c2c1
20 | u | -1.0% | c1nc(N2CCOCC2)c2cc(-c3ccoc3)ccc2n1

Next section.
# | ALOX12 inh | Glioma ERSR ind | smiles
26 | 7.08µM* | -1.1% | Cc1noc(C)c1-c1nccc(NC2CC2)n1
27 | u | -3.4% | Cc1cc(C(=O)Nc2cccc(-c3nc(CNC(=O)c4sc(C)nc4C)c(C)o3)c2)c(C)o1
28 | u | -3.1% | CNc1ncncc1-c1ccccc1OC
29 | u | 5.0% | CC(=O)N[C@@H](CSC(=O)[C@]1([C@@H](O)C(C)C)NC(=O)[C@H](C)[C@@H]1O)C(=O)O
30 | u | 3.7% | Nc1ccc(C(=O)Oc2ccccc2)c(O)c1
31 | u | -2.6% | Cc1cccc(CNc2nc(-c3ccoc3)nc3ccccc23)c1
32 | u | -1.5% | CC(=O)c1ccc(-c2cc(F)cc3c2OC(CNC(=O)C(C)N2CCOCC2)C3)s1 (stereo unspecified)
33 | 9.3%[57.4 µM] | -0.2% | O=C(Nc1cccc(F)c1)N1CCCC2(CCN(C(=O)c3cnccn3)CC2)C1
34 | 1.1%[57.4 µM] | -2.0% | CC(C)CN1CCC2(CC1)CCN(C(=O)c1csnn1)CC2
35 | 101.5%[activator] | -2.4% | COc1ncc2nc(-c3ccc(Cl)cc3)c(=O)n(CCc3ccccc3)c2n1
36 | -0.3% | -0.1% | Cc1ccc(CN2CCc3nnc(C(NC(=O)c4ccoc4)C(C)C)n3CC2)cc1C (stereo unspecified)
37 | 10.0%[57.4 µM] | -3.7% | COC(=O)N1CCC2(CCN(C(=O)Nc3cccc(C#N)c3)CC2)CC1
38 | 21.2% | -3.3% | COc1cccc(C(=O)NCC2Cc3cccc(-c4ncccn4)c3O2)c1OC (stereo unspecified)
39 | u | 3.4% | Cc1noc(C)c1-c1nc(NCc2ccccc2)c2ccccc2n1
40 | -4.4% | -1.9% | CC(=O)Nc1cc(C(=O)N2CCc3c(Cl)cccc3C2)cc2ncn(CCc3ccccn3)c12
41 | 13.3% | -3.3% | COC(=O)[C@@H]1C[C@@H](NC(=O)c2cccc3c(C)c(C)[nH]c23)CN1Cc1cccc2ccccc12
42 | 12.4% | -1.7% | CCn1nc(C)c(CN2Cc3ccccc3OC(c3ccccc3OC)C2)c1C (stereo unspecified)
43 | u | -1.1% | CN(Cc1ccco1)c1ccnc(-c2ccoc2)n1
44 | 86.7% | -11.7%&-7.5%&-6.7% | COc1c(O)cc2oc3cc(O)c(CC=C(C)C)c(O)c3c(=O)c2c1CC=C(C)C
45 | 133.3%[activator] | -2.9% | COCCn1c(=O)c(-c2cc(F)cc(F)c2)nc2cnc(OC)nc21
46 | u | -2.8% | Cc1ncc2c(c1CNC(=O)c1cncs1)CCN(C(=O)c1cccc(-c3cccc(F)c3)c1)C2
47 | u | -0.3% | COc1ccccc1-c1nccc(Nc2ccc(F)cc2)n1
48 | u | -4.6% | CN(Cc1ccco1)c1ncncc1-c1cccc(NS(C)(=O)=O)c1
49 | u | 1.1% | Fc1ccc(Nc2nc(-c3cccnc3)nc3ccccc23)cc1
50 | -2.0% | -3.0% | COc1cc(=O)n2c(c1C(=O)N(C)Cc1nccs1)CCN(Cc1cc(C)cc(C)c1)CC2

(list continues)
# | ALOX12 inh | Glioma ERSR ind | smiles
51 | u | -4.2% | CC(=O)Nc1c(I)cc(I)c(C(=O)O)c1I
52 | u | -5.1% | CC(S)C(=O)NCC(=O)O (stereo unspecified)
53 | 15.2% | -4.0% | Cc1cnc(SCc2ccccn2)nc1C1CCCN(C(=O)c2ccc3c(c2)OCCO3)C1 (stereo unspecified)
54 | 10.4% | -5.1% | COC(=O)[C@@H]1CCCN1Cc1ccc2c(c1)CN(Cc1coc3ccc(C)cc3c1=O)CCO2
55 | 6.1% | 0.2% | COc1ncc2nc(C)c(=O)n(C)c2n1
56 | 37.7%[activator] | -7.6% | CC(C)N1CCN(c2ccc(C(=O)c3c(-c4ccc(O)cc4)sc4cc(O)ccc34)cc2)CC1
57 | u | 4.3% | COc1ccc(Oc2ncc3ncc(=O)n(C)c3n2)cc1
58 | 0.1% | -4.7% | CCC1CN(CCC(=O)N2CCN(c3ncccn3)CC2)Cc2cc(OC)ccc2O1 (stereo unspecified)
59 | u | -2.6% | CN1CCN(c2ncc3nc(-c4cccs4)c(=O)n(CCC#N)c3n2)CC1
60 | u | 2.7% | COC(=O)c1cc(CNC(=O)c2ccccc2OC)cc(NC(=O)c2ccccc2F)c1
61 | -29.8% | -2.4% | COc1cccc(-c2nc(N3CCN(C)CC3)c3ccccc3n2)c1
62 | 0.0% | -5.5% | COc1ccccc1CCn1c(=O)c(-c2cccc(Cl)c2)nc2cncnc21
63 | u | -3.5% | O=c1c(-c2cc(F)cc(F)c2)nc2cnc(Nc3ccccc3)nc2n1C[C@H]1CCCO1
64 | 1.0% | -2.9% | Cc1nc(NCc2cnn(C)c2)sc1-c1ccn(-c2cccc(F)c2)n1
65 | -15.3%[57.4 µM] | 1.4% | COc1ccc(NC(=O)N2CCC3(CC2)CCN(C(=O)c2cccn2C)CC3)cc1
66 | 4.7% | -1.1% | CC(C)C(O)c1ccc2c(c1)CN(C(=O)c1ccccc1-n1cccn1)CCO2 (stereo unspecified)
67 | 64.1% | u | COc1ccc(Oc2ncc3nc(-c4ccc(OC)cc4)c(=O)n(C4CC4)c3n2)cc1
68 | -2.8% | -4.4% | COc1ccccc1CNc1ncncc1-c1ccccc1C
69 | -26.5% | -0.4% | O=C(C1CCCCC1)N(CCN1CCN(c2ccccc2CO)CC1)c1ccccn1
70 | 0.5%[57.4 µM] | -4.3% | O=S(=O)(c1ccccc1)N1CCC2(CCN(c3cccc(-c4ccccc4)c3)CC2)CC1
71 | -27.2% | 12.3% | COc1ccc2c(c1)-c1nc(-n3ncc(C(=O)NC(C)(C)CO)c3C3CC3)ncc1CC2
72 | -4.7%[57.4 µM] | -2.7% | Cc1noc(C)c1C(=O)N1CCC2(CC1)CN(c1ccccn1)C2
73 | u | 1.3% | Cc1cnc(CNc2cc(-c3ccc4c(c3)OCO4)ncn2)cn1
74 | 7.5%[57.4 µM] | 1.0% | O=C(Oc1ccccc1)N1CCC2(CC1)CN(c1ccccn1)C2
75 | 24.5% | -3.6% | COC(=O)C1CCCCN1Cc1ccc2c(c1)CN(C(=O)c1cc(C)nc3cc(F)ccc13)CCO2 (stereo unspecified)

An excerpt of these results, with values under each structure:
Order of results: ALOX12 inh, Glioma ERSR ind
68: COc1ccccc1CNc1ncncc1-c1ccccc1C
  -2.8%, -4.4%
69: O=C(C1CCCCC1)N(CCN1CCN(c2ccccc2CO)CC1)c1ccccn1
  -26.5%, -0.4%
70: O=S(=O)(c1ccccc1)N1CCC2(CCN(c3cccc(-c4ccccc4)c3)CC2)CC1
  0.5%[57.4 µM], -4.3%
71: COc1ccc2c(c1)-c1nc(-n3ncc(C(=O)NC(C)(C)CO)c3C3CC3)ncc1CC2
  -27.2%, 12.3%
72: Cc1noc(C)c1C(=O)N1CCC2(CC1)CN(c1ccccn1)C2
  -4.7%[57.4 µM], -2.7%
73: Cc1cnc(CNc2cc(-c3ccc4c(c3)OCO4)ncn2)cn1
  u, 1.3%
74: O=C(Oc1ccccc1)N1CCC2(CC1)CN(c1ccccn1)C2
  7.5%[57.4 µM], 1.0%

Other structures follow:
# | ALOX12 inh | Glioma ERSR ind | smiles
76 | 15.8µM* | 2.6% | CNc1ccnc(-c2ccccc2OC)n1
77 | u | -11.7% | Cc1ccccc1-c1ccc2ncnc(-n3ccnc3)c2c1
78 | u | -0.4% | COc1ccccc1-c1ccc2ncnc(NC3CC3)c2c1
79 | -5.1%[57.4 µM] | -2.4% | O=C(c1ccco1)N1CCC2(CC1)CCN(c1ccc(-c3ccccc3)cc1)CC2
80 | 12.6% | -5.5% | COCC(=O)Nc1cc(C(=O)N2CCc3c(Cl)cccc3C2)c2c(c1)nc(-c1ccncc1)n2C
81 | u | 3.3% | Cc1cnc(CNc2ncnc3ccc(-c4ccoc4)cc23)cn1
82 | 2.3% | -1.7% | CN1C[C@H](C(=O)N[C@]2(C)O[C@@]3(O)[C@H]4CCCN4C(=O)[C@H](Cc4ccccc4)N3C2=O)C[C@H]2c3cccc4[nH]cc(c34)C[C@@H]21
83 | 4.3% | -6.6% | CC(=O)NCCNc1ncncc1-c1ccccc1CN(C)C
84 | -27.0% | -1.6% | COc1cccc(Nc2ncc3nc(-c4cc(F)cc(F)c4)c(=O)n(CCC#N)c3n2)c1
85 | 22.4% | -2.0% | Cc1c(C(=O)NCCc2ccncc2)cnn1-c1nccc(-c2ccccc2C(F)(F)F)n1

A portion of the library; count on the stated rates, not on these rows.
